RNase H inhibition – RNase H inhibition, HIV 1 Gag Pol polyprotein, FRET biochemical assay, screening (AID 372) | HIV-1 RT RNase H, FRET RNA/DNA substrate fluorescence; higher % means a stronger effect | inhibition, % at 10 µM; hits with a dose series show IC50 in µM | actives 0.77% (n = 100,000); in the data active = inhibition above about 50%
* = called active by the depositor; & = joins results of further samples.

SMILES | RNase H inhibition
Cc1[nH]c2ccccc2c1C=Nc1cccc([N+](=O)[O-])c1C | 4%
CC(Oc1ccc(/C=C2\C(=O)NC(=S)N(c3cccc(Cl)c3)C2=O)cc1)C(=O)O (stereo not given) | 3%
CCOc1cc(/C=C2\C(=O)NC(=O)N(c3ccc(C)cc3C)C2=O)cc([N+](=O)[O-])c1O | 16%
CCCCOc1ccc(C(=O)NC(=S)Nc2ccc(C(C)CC)cc2)cc1 (stereo not given) | 10%
O=C(CCN1C(=O)/C(=C\c2ccc(Cl)cc2)SC1=S)Nc1ccccc1[N+](=O)[O-] | 13%
O=C(NC(NC(=S)Nc1c(Cl)cccc1Cl)C(Cl)(Cl)Cl)c1ccccc1 (stereo not given) | 20%
Ic1ccccc1C(c1c(-c2ccccc2)[nH]c2ccccc12)c1c(-c2ccccc2)[nH]c2ccccc12 | 9%
C=CCN1C(=O)/C(=C/c2cc(C)n(-c3ccc([N+](=O)[O-])cc3C)c2C)C(=O)NC1=S | 12%
Ic1ccc(OCCCN2CCCCC2)cc1 | 2%
Cc1cc(C)cc(NC(=S)NC(=O)c2cccc(Br)c2)c1 | 19%

Filtered by structure, those above with a halogen
SMILES | RNase H inhibition
CC(Oc1ccc(/C=C2\C(=O)NC(=S)N(c3cccc(Cl)c3)C2=O)cc1)C(=O)O (stereo not given) | 3%
O=C(CCN1C(=O)/C(=C\c2ccc(Cl)cc2)SC1=S)Nc1ccccc1[N+](=O)[O-] | 13%
O=C(NC(NC(=S)Nc1c(Cl)cccc1Cl)C(Cl)(Cl)Cl)c1ccccc1 (stereo not given) | 20%
Ic1ccccc1C(c1c(-c2ccccc2)[nH]c2ccccc12)c1c(-c2ccccc2)[nH]c2ccccc12 | 9%
Ic1ccc(OCCCN2CCCCC2)cc1 | 2%
Cc1cc(C)cc(NC(=S)NC(=O)c2cccc(Br)c2)c1 | 19%

Later entries
SMILES | RNase H inhibition
CCOC(=O)COc1cccc2nsnc12 | 9%
COc1cc(F)ccc1S(=O)(=O)n1cnc2cc(C)c(C)cc21 | 37%
CN(C)C(=O)NC(NC(=O)N(C)C)C(=O)c1ccccc1 | 0%
CN(C)c1ccc(/C=N\OC(=O)Nc2ccccc2Cl)cc1 | 9%
COc1ccc(/C=C\C(=O)c2c(-c3ccccc3)c3cc(C)ccc3[nH]c2=O)cc1OC | 18%
CCOC(=O)C1=C(C)NC(C)=C(C(=O)OC)C1c1ccc(Br)cc1 (stereo not given) | 6%
O=C(Nc1ccc(O)c(-c2nc3ccccc3s2)c1)c1ccc2c(c1)OCCO2 | 4%
CCOC(=O)CCC(=O)Nc1ccccc1C(N)=O | 9%
COc1ccc(C2NC(=S)NC(C)=C2C(C)=O)c(OC)c1 (stereo not given) | 0%
CC(=O)N(C)c1ccc(NC(=O)CN2C(=O)c3ccccc3C2=O)cc1 | 8%
C(=N\Nc1nnc(-c2ccccc2)c(-c2ccccc2)n1)/c1cccnc1 | 7%
C/C=C/COC(=O)C1=C(C)NC(=O)NC1c1cccc(Cl)c1 (stereo not given) | 18%
COc1ccc2ccccc2c1C(=O)/C=C/c1ccc2c(c1)OCO2 | 9%
COc1cc(C2/C(=C(\O)c3ccc(Cl)cc3)C(=O)C(=O)N2c2cccnc2)ccc1O (stereo not given) | 10%
CCOC(=O)N1N=C2CCCCC2C1(O)C(F)(F)F (stereo not given) | 0%
O=C(/C=C/c1ccccc1)NCc1ccc2c(c1)OCO2 | 1%
CN1CCN(C(=S)SCCN2CCCC2=O)CC1 | 2%
Cc1ccc(S(=O)(=O)N2CCCc3ccccc32)cc1C | 35%
Cc1ccc(Cl)cc1NC(=O)c1ccc(CN(c2ccccc2)S(C)(=O)=O)cc1 | 10%
COc1ccc(OC)c(CN2CCC(N3CCCCC3)CC2)c1 | 5%
Cc1cc(C)cc(OCC(=O)Nc2ccc(C)cc2Br)c1 | 0%
CCOC(=O)C1=C(O)/C(=C/c2cccnc2)SC1=Nc1ccc(Cl)cc1 | 17%
O=C(NCCCO)C(=O)Nc1nc(C23CC4CC(CC(C4)C2)C3)cs1 | 13%
Cc1ccc2nc(/C(C#N)=C/c3cccc(O)c3)[nH]c2c1 | 9%
Cn1c(/C=C/c2cccs2)c([N+](=O)[O-])c(=O)n(C)c1=O | 2%
COc1cc(C(=O)N(CCO)CCO)ccc1OC1OC(COC(C)=O)C(OC(C)=O)C(OC(C)=O)C1OC(C)=O (stereo not given) | 0%
CC(C)c1ccc(CNc2cc(N3CCN(S(=O)(=O)c4ccccc4)CC3)ccc2[N+](=O)[O-])cc1 | 0%
CCCCOc1cccc(C(=O)Nc2ccc(NC(=O)c3ccco3)c(OC)c2)c1 | 4%
CC(Oc1ccc(Cl)cc1Cl)C(=O)Nc1nc(-c2ccc(Cl)cc2Cl)cs1 (stereo not given) | 13%
CCOc1ccc(C(=O)N=Nc2c(O)[nH]c3cc(Br)c(C)cc23)cc1 | 6%
Nc1ccc(C2=Nc3cccc4cccc(c34)N2)cc1 | 56%*
CC(=O)/C=C(\C)Nc1ncn(-c2ccc(C)cc2)c1C(=O)c1ccccc1 | 3%
O=C(/C=C/c1ccccc1)Nc1ccc(Cl)c([N+](=O)[O-])c1 | 0%
COC1=CC(CC(=O)c2ccc(OC)cc2)C(C(=O)c2ccccc2Cl)C=C1OC (stereo not given) | 21%
COc1ccc(Br)cc1/C=C/C(=O)Nc1cccc(NC(=O)c2ccccc2Cl)c1 | 13%
COc1cc(C2C3=C(CC(C)(C)CC3=O)NC3=C2C(=O)CC(C)(C)C3)cc(Cl)c1O | 38%
COc1ccc(C2C(C#N)=C(N)Oc3c2sc2ccccc32)c(OC)c1 (stereo not given) | 12%
CCCCOc1ccc(NC(=O)CSc2nnnn2-c2ccccc2)cc1 | 4%
CCOc1cccc(C(=O)Nc2nnc(-c3ccco3)s2)c1 | 6%
Cc1ccc(-c2nc3ncccc3o2)cc1NC(=O)Cc1ccccc1 | 6%
COc1cc(C(=O)N(C)C2CCCCC2)cc(OC)c1OC | 0%
COc1ccccc1N1CCN(/N=C\c2cccc(Cl)c2)CC1 | 6%
O=C(Nc1ccccc1F)c1ccc([N+](=O)[O-])o1 | 15%
COc1ccc2c(C=Nc3c(C)n(C)n(-c4ccccc4)c3=O)c(O)n(-c3ccccc3OC)c(=O)c2c1 | 0%
O=C(O)CN(c1cccc(Br)c1)S(=O)(=O)c1ccccc1 | 0%
C=CCc1ccccc1OCCOc1ccc([N+](=O)[O-])cc1/C=N/NC(N)=O | 5%
COc1cc(C2NC(=O)NC(C)=C2C(=O)OC(C)C)ccc1OCc1ccccc1 (stereo not given) | 19%
CCOC(=O)COc1ccc(/C=C2\C(=O)NC(=O)N(c3cc(C)cc(C)c3)C2=O)cc1OC | 24%
COc1ccc(-c2c(O)c3ccccc3c3nc4ccccc4nc23)cc1 | 2%
CC1(C)CC(=O)c2cnc(NC(=O)C3CCCC3)nc2C1 | 2%
The listing continues.
SMILES | RNase H inhibition
CCOC(=O)c1c(/N=C/c2c(C)[nH]n(-c3ccc(C)cc3)c2=O)sc2c1CCCC2 | 5%
COc1cc(/C=C2/C(=N)N3N=C(C(C)C)SC3=NC2=O)cc(Cl)c1OCCOc1ccccc1 | 14%
COc1ccc2c(c1)c(=O)oc1c(C)c(OC(C)C(=O)O)ccc12 (stereo not given) | 11%
COc1ccc(Cl)cc1C(=O)Nc1cccc(Br)c1 | 0%
O=C(CC(=O)NCc1ccccc1)NCc1ccccc1 | 2%
Cn1c2c(c3cc(C4CCCCC4)ccc31)CCC/C2=N\O | 13%
Cc1ccccc1N1C(=O)C(=O)/C(=C(\O)c2ccc(Cl)cc2)C1c1ccccc1 (stereo not given) | 18%
Cc1cc(C)cc(NC(=O)c2ccc(C(=O)Nc3cc(C)cc(C)c3)cc2)c1 | 0%
CC(C)(C)c1csc(N/N=C/c2ccccn2)n1 | 8%
O=C(NCc1ccco1)c1cc2nc(-c3ccc(Cl)cc3)cc(C(F)(F)F)n2n1 | 4%
Cc1ccc(N2CC(C(=O)Nc3ccc(N(C)C)cc3)CC2=O)cc1 (stereo not given) | 29%
COC(=O)C(Cc1ccccc1)NC(=O)c1ccccc1 (stereo not given) | 5%
Nc1nonc1N/N=C/c1cc(Br)cc(Br)c1O | 7%
CC1=C(C(=O)OCCc2ccccc2)C(c2coc3ccc(C)cc3c2=O)C2=C(CCCC2=O)N1 (stereo not given) | 0%
C=C(C)Cn1c(SCC(=O)O)nnc1-c1ccccc1 | 1%
COC(=O)c1ccc2c(c1)C1C=CCC1C(c1ccc([N+](=O)[O-])cc1)N2 (stereo not given) | 19%
CN1CCN(S(=O)(=O)c2ccc(F)cc2)CC1 | 1%
CC(N=Cc1c(-c2ccccc2)[nH]n(-c2nc3ccccc3s2)c1=O)c1ccccc1 (stereo not given) | 7%
COc1ccc(NC(=O)c2cn(-c3ccccc3)nc2-c2ccc(Cl)cc2)cc1 | 8%
O=C(Cc1ccccc1)Oc1cccc2c(OC(=O)Cc3ccccc3)cccc12 | 14%

Exported field by field: 2 of the compounds above
> Nc1nonc1N/N=C/c1cc(Br)cc(Br)c1O
  RNase H inhibition = 7%

> CC1=C(C(=O)OCCc2ccccc2)C(c2coc3ccc(C)cc3c2=O)C2=C(CCCC2=O)N1 (stereo not given)
  RNase H inhibition = 0%

(listing goes on)
SMILES | RNase H inhibition
COc1ccc(S(=O)(=O)N(CC(=O)NCc2ccc(Cl)cc2)c2cc(C)cc(C)c2)cc1OC | 19%
O=c1[nH]c(O)c(N=Nc2cccc(Br)c2)c(=O)[nH]1 | 6%
O=C(N/N=C/c1cc([N+](=O)[O-])ccc1Cl)c1ccc(O)c(O)c1 | 63%*
O=C1SC(Nc2ccccc2)C(=O)N1c1ccc(Br)cc1 (stereo not given) | 22%
O=C(CCCCC(=O)NN=Cc1cccc(O)c1)NN=Cc1cccc(O)c1 | 6%
COc1cc(C=O)ccc1OCCOCCOc1cc(C)ccc1C(C)C | 19%
O=C(NC(=S)Nc1ccccc1O)c1cccs1 | 12%
Cc1ccc(C(=O)NC(=S)Nc2cc(C(F)(F)F)ccc2Cl)cc1C | 36%
CCOC(=O)C1=C(C)N=c2s/c(=C\c3ccco3)c(=O)n2C1/C=C/c1ccccc1 (stereo not given) | 15%
COC(=O)C1C(=O)CC(C)(O)C(C(=O)OC)C1c1ccc([N+](=O)[O-])cc1 (stereo not given) | 5%
CCOC(=O)c1c(NC(=O)c2c(OC)cccc2OC)sc2c1CCC(C)C2 (stereo not given) | 21%
Cc1nn(-c2ccccc2)c(C)c1C=Nn1c(-c2ccccc2)n[nH]c1=S | 14%
O=C1C2C(c3ccccc3)C=CC(c3ccccc3)C2C(=O)N1CCO (stereo not given) | 0%
Fc1ccc(NC(=S)Nc2ccccc2Cl)cc1 | 6%
CCOC(=O)Cc1cc(-c2ccc([N+](=O)[O-])cc2)nc2ccc3ccccc3c12 | 10%&8%
CCCCNC(=O)C(=O)NCCCOC | 7%
COc1ccc2c(c1)c(/C=C/c1nc3ccccc3c(=O)n1-c1cccc(C)c1)c(C)n2C | 14%
O=C1NC(=S)N(c2ccc(Cl)cc2)C(=O)/C1=C\c1ccc(N2CCCC2)cc1 | 4%
Cc1ccc(C(=O)Nc2cc(Cl)cc(Cl)c2)o1 | 10%
CCOC(=O)C1=C(CC)OC(N)=C(C#N)C1c1ccc(F)c(Br)c1 (stereo not given) | 5%
COc1cccc(N2C(=O)/C(=C/c3ccc(O)c(O)c3)SC2=S)c1 | 75%*
COc1cc(-c2nc3ccccn3c2/N=C/c2ccc(OC)c(Br)c2)ccc1O | 0%
c1ccc(CNc2nc(-c3ccccc3)cc(-c3ccccc3)n2)cc1 | 15%
COC(=O)COc1ccc(C=C2C(=O)NC(=O)NC2=O)cc1OC | 1%
O=C(O)/C=C/C(=O)Nc1ccc(Oc2cccc(Oc3ccc(NC(=O)/C=C/C(=O)O)cc3)c2)cc1 | 9%
CCOc1ccc(OCCCCOc2cccc(Br)c2)cc1 | 19%
COc1ccc(Br)cc1/C=N/c1sc2c(c1C#N)CCCC2 | 5%
O=C(N/N=C/c1ccccc1F)C(=O)N1CCCC1 | 0%
COc1cccc(OC)c1C(=O)Nc1ccccc1C(F)(F)F | 6%
CCn1c(=O)sc2cc(Br)ccc21 | 4%
O=C(Nc1cc([N+](=O)[O-])ccc1C(=O)N1CCC(Cc2ccccc2)CC1)c1ccccc1 | 12%
Cc1ccc(N(CC(=O)Nc2ccc(S(=O)(=O)N3CCOCC3)cc2)S(C)(=O)=O)c(C)c1 | 10%
O=[N+]([O-])c1ccc(O)c(/C=N/c2nc3ccccc3[nH]2)c1 | 7%
COC(=O)C1=C(C)N(C)C(=O)/C1=C\c1ccc(C(=O)OC)cc1 | 0%
CCOC(=O)c1c(NC(=O)c2c(-c3ccccc3Cl)noc2C)sc2c1CCCC2 | 22%
O=C1C2C3C=CC(C3)C2C(=O)N1c1ccc(-c2nc3ccccc3o2)cc1 (stereo not given) | 0%
CCOC(=O)c1c(NC(=O)c2ccccc2OC)sc(C)c1C | 10%
COc1cccc(C=Nc2cc(C)cc(C)c2)c1O | 15%
CC(=O)C1=C(C)NC(SCC(=O)c2ccc(C)cc2)=C(C#N)C1c1ccccc1 (stereo not given) | 13%
Cc1ccc(S(=O)(=O)CCSc2cccc(C(=O)O)c2)cc1 | 1%
COc1ccc(CC(=O)N(Cc2ccccc2)C(C)C)cc1 | 2%
CSCCOC(=O)C1=C(C)NC(=O)NC1c1ccc(O)cc1 (stereo not given) | 2%

This is a subset; count on the stated rates, not on these rows.
